# Compound activity as filed in PubChem.
# Casp6 inh = human caspase-6 inhibitors, primary screen, biochemical, VEID-R110 fluorescence, single point, set 2. inhibition, % at 12.5 µM. actives 0.53% (n = 350,000). purified caspase-6, Z-VEID-R110 cleavage fluorescence;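 active = mean inhibition across replicates at least about 35%, with every replicate also reaching that limit, limit read from the data; inconclusive = only one of the two criteria met; inactive = neither criterion met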;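 also: 0% = median of neutral control wells and 100% = no fluorescence left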
# Target sequence (P55212 24-179 limits assumed): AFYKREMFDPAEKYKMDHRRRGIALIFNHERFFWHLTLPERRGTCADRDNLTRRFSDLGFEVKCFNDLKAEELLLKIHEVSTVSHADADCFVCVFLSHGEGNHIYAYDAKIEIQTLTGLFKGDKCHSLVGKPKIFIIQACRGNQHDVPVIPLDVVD
# Target sequence (P55212 194-293 limits assumed): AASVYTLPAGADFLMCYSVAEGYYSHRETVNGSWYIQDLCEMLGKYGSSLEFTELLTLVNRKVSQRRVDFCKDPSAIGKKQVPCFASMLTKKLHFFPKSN
# S100A4 MyoIIA = inhibitors of S100A4-myosin IIA peptide binding, primary screen, biochemical, fluorescence polarization, TAMRA-MyoIIA peptide. inhibition, % at 10.7 µM. Protein S100-A4 (Homo sapiens), P26447. actives 0.14% (n = 360,000);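 active = mean inhibition of at least 70% across replicates, with every replicate also reaching that level; inconclusive = mean inhibition reaches 70% but some replicates fall short; inactive = mean inhibition below 70%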
# Target sequence (P26447 whole entry, looked up): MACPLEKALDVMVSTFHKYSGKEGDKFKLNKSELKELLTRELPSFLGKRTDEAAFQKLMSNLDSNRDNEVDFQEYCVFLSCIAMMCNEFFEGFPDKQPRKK
#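 incubation = readout 5 min after mixing, signal stable up to 60 min | system = S100A4 monomer protein | buffer or medium = HEPES pH 7.2 with CaCl2, KCl, NaCl, DTT, Triton | benchmarks = neutral control DMSO, positive control TFP | also added = fluorescent myosin IIA peptide, 5 nM | compound dosing = one concentration per compound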
# SIRT5 inh = SIRT5 desuccinylase inhibitors, primary screen, biochemical, fluorescence imaging, single point, set 5. inhibition, % at 15 µM. actives 1.1% (n = 330,000). Purified SirT5, succinyl-peptide AMC, trypsin-coupled fluorescence; in the data active = inhibition above about 15%; inconclusive = no clear call, values can overlap the other calls
# Target sequence (Q9NXA8 whole entry, looked up): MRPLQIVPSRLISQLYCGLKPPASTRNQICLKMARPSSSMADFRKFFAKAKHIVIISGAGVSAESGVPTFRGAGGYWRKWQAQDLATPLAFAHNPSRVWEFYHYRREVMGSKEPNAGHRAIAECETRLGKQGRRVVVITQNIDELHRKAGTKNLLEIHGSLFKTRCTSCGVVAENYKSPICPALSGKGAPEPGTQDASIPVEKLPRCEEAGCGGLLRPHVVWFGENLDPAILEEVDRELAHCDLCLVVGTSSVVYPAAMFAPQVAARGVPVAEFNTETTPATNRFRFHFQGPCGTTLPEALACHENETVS
# esBAF inh = Bmi1 luciferase reporter increase in mESCs, primary screen, esBAF inhibitor project, mouse ES cells, Bmi1 luciferase knock-in, single point; actives 2% (n = 350,000); 24 h; 100% = twice the neutral-well signal; reporter increase, % at 12.5 µM; in the data active = activation above about 40%; inconclusive = no clear call, values can overlap the other calls;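 also: 0% = median of the plate's neutral control wells and 100% = double that signal; a rise in the Bmi1 reporter signal indicates esBAF inhibition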
# FN deposition inh = inhibitors of fibronectin matrix deposition, primary screen, AH1F cells, Alexa488-fibronectin fluorescence, plate reader; AH1F fibroblasts, overnight; actives 0.086% (n = 350,000); inhibition, % at 12.6 µM;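 active = mean inhibition across replicates of 30% or more, regardless of how many single replicates reach that level; inconclusive = mean under 30% yet at least half of replicates reach 30%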;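 also: positive control wells lacked labelled fibronectin entirely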
#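 Measured by – fluorescence 485/525 nm · System – AH1F fibroblast monolayer, labelled fibronectin deposition · Amount – 10000 cells per well · Buffer or medium – serum-reduced DMEM (2% serum) · Doses – single dose, pinned · Also added – fluorescent fibronectin at 24 nM final · Schedule – 1 h cell attachment, overnight exposure to compound and label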
# LGR2 inh = inhibitors of bursicon-induced LGR2 CRE-luciferase signal, primary screen, cell-based, HEK293, CRE-luciferase reporter, bursicon stimulation | bursicon-stimulated, 4 h | Drosophila bursicon receptor LGR2 (rickets) | actives 0.35% (n = 380,000) | AID 720647, 2013 | inhibition, % at 9.99 µM;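 active = drop in luminescence signal, shown as inhibition above about 50% in the replicate tests, limit read from the data, passing the limit was not always enough; inconclusive = probably only some replicates passing the limit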;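 also: agonist challenge used bursicon conditioned medium at about half maximal strength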
# C2C12 statin = suppressors of statin myotoxicity in C2C12 myotubes, primary screen, cell-based, single point, plate reader; C2C12 myotubes + simvastatin, ATP luminescence, 48 h; scaled: DMSO 0, geranylgeraniol control 100; rescue of ATP level, % at 7.49 µM; actives 0.78% (n = 330,000); AID 602340, 2012;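 active = mean ATP rescue above about 67%, or every replicate alone reaching that limit, limit read from the data, passing the limit was not always enough; inconclusive = no clear call, values can overlap the other calls; inactive = mean under the limit and some replicate under it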;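 also: myotubes were challenged with 10 µM simvastatin during compound exposure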
# Numbers without * were called inactive; ? = inconclusive; . = not tested or not shown.
SMILES,Casp6 inh,S100A4 MyoIIA,SIRT5 inh,esBAF inh,FN deposition inh,LGR2 inh,C2C12 statin
Cc1ccc2nc(-c3cccnc3)cc(C(=O)Nc3ccc(F)cc3C)c2c1,1,49,0,.,.,1,.
COCC(=O)N1[C@@H](C#N)[C@H](c2ccc(-c3cccnc3)cc2)[C@@H]1CO,2,0,3,1,-4,-28,3
C/C(C/C(C)=C1/SC(=S)NC1=O)=C1\SC(=S)NC1=O,.,-2,49*,.,13,13,.
O=C(COC(=O)CCNS(=O)(=O)c1ccc(Cl)cc1)NCc1ccco1,.,.,.,-1,-3,.,-3
Cc1cc(OC(=O)c2ccc(C)c(C)c2)c([N+](=O)[O-])c(=O)[nH]1,2,-2,-4,1,10,9,4
COc1ccc(C#Cc2ccc3c(c2)[C@@H]2[C@@H](CCN2S(=O)(=O)C2=NC(C)C=N2)[C@H](CO)N3C)cc1 (stereo not given in full),-2,-12,4,1,4,6,-28
COc1ccc(/C=C/C(=O)NCC(=O)N/N=C/c2cc(Br)ccc2OC)cc1,.,.,.,1,18,.,-9
Cc1ccc(C)c(N2CCN(C(=O)C3CCN(S(=O)(=O)c4cccc5nsnc45)CC3)CC2)c1,.,.,.,3,9,.,-12
Cc1ccc(NC(=O)COS(=O)c2ccc(C)cc2)cc1 (stereo not given),1,6,.,2,18,-11,-4
Cc1ccc(-c2nc(CS(=O)(=O)CC(=O)NC3CC3)c(C)o2)cc1,1,-1,-1,3,-2,-10,14
Cc1ccc(S(=O)(=O)Nc2ccc3c(c2)C(=O)N([C@H](C)CO)C[C@@H](C)[C@H](CN(C)Cc2ccc(C(=O)O)cc2)OCCCC[C@@H](C)O3)cc1,2,-10,0,-8,2,-7,.
CO[C@@H]1CC[C@@H]2CCOc3c(C#N)cccc3C(=O)N(C)C[C@H](c3ccccc3)CC(=O)N(C)C[C@H]1O2,0,-3,7,-4,-1,-5,5

# Looked up by structure from above (3):
SMILES,Casp6 inh,S100A4 MyoIIA,SIRT5 inh,esBAF inh,FN deposition inh,LGR2 inh,C2C12 statin
Cc1ccc2nc(-c3cccnc3)cc(C(=O)Nc3ccc(F)cc3C)c2c1,1,49,0,.,.,1,.
Cc1cc(OC(=O)c2ccc(C)c(C)c2)c([N+](=O)[O-])c(=O)[nH]1,2,-2,-4,1,10,9,4
COCC(=O)N1[C@@H](C#N)[C@H](c2ccc(-c3cccnc3)cc2)[C@@H]1CO,2,0,3,1,-4,-28,3

# More structures follow.
SMILES,Casp6 inh,S100A4 MyoIIA,SIRT5 inh,esBAF inh,FN deposition inh,LGR2 inh,C2C12 statin
COc1ccccc1NS(=O)(=O)c1cccc(C(=O)NCC(c2ccc(F)cc2)N2CCOCC2)c1 (stereo not given),-2,-4,-5,-6,2,14,14
COc1cccc(C2C3=C(N=c4s/c(=C\c5ccc(O)cc5)c(=O)n42)c2ccccc2CC3)c1OC (stereo not given),0,-7,-5,.,0,-2,.
O=C(C[C@H]1CC[C@@H]2[C@H](COC[C@H](O)CN2CCc2ccccc2)O1)NCc1ccc(Oc2ccccc2)cc1,-1,-7,7,3,3,29,-7
COc1ccc(/C=C2\Oc3cc(OCC(=O)N4CCC[C@H]4C(=O)O)ccc3C2=O)c(OC)c1OC,-3,2,2,6,.,-29,13
CC1CCN(C(C(=O)O)c2ccccc2)CC1 (stereo not given),0,-2,-4,.,4,-59,.
Cc1ccc(S(=O)(=O)N(C)C[C@H]2OCCCC[C@H](C)Oc3ccc(NC(=O)NC4CCCCC4)cc3C(=O)N([C@@H](C)CO)C[C@H]2C)cc1,1,-1,9,-5,-1,6,.
COc1cccc(CNC(=O)C2CCCN(S(=O)(=O)c3c(C)[nH]c(=O)[nH]c3=O)C2)c1 (stereo not given),.,.,.,-1,.,13,3
COc1cccc(NC(=O)C[C@@H]2CC[C@H]3[C@@H](COc4ccc(NC(=O)c5ccccc5F)cc4C(=O)N3C)O2)c1,0,1,1,-7,3,11,19
C[C@H](CO)N1C[C@H](C)[C@H](CN(C)S(=O)(=O)c2cccs2)OCCCC[C@H](C)Oc2ccc(NC(=O)Nc3ccc(F)cc3)cc2C1=O,-2,-10,2,4,.,6,?
O=C(COC(=O)Cc1cccc2ccccc12)Nc1ccccc1-c1ccccc1,0,10,4,.,-17,4,.
COCc1c(C(=O)N/N=C/c2ccncc2)nnn1-c1nonc1N,-2,-11,1,-2,3,-6,-10
CC(=O)NCc1ccc(C(=O)COC(=O)COc2ccccc2)s1,21,-4,2,-6,-1,1,-6
O=C(CCc1ccccc1)Nc1cc(C(=O)O)cc(C(=O)O)c1,-1,-4,-4,2,6,9,4
C[C@@H]1CN([C@H](C)CO)C(=O)c2cc(NC(=O)CCCN(C)C)ccc2O[C@@H](C)CCCCO[C@H]1CN(C)Cc1ccc(C(F)(F)F)cc1,12,0,1,-5,.,-2,.
C[C@@H]1CN([C@@H](C)CO)C(=O)Cc2cc(NC(=O)Nc3ccc(F)cc3)ccc2O[C@@H]1CN(C)C,2,9,1,3,.,-9,-10
O=C(NCC1CCCO1)C1CCN(C(=O)c2ccc(Cl)cc2)CC1 (stereo not given),.,.,.,-12,-3,.,2
Cn1c(=O)c2c(ncn2CC(=O)OCC(=O)c2ccc(Cl)cc2)n(C)c1=O,7,1,12,-2,-2,3,6
CC1C(=O)C(C)(C)C(=O)OC1c1ccccc1 (stereo not given),7,-3,-3,6,-2,-4,5
Cc1cccc(N(C(=O)c2csnn2)C(C(=O)NC2CCCCC2)c2ccncc2)c1 (stereo not given),-1,-6,3,-3,3,-11,-5
COc1ccc(S(=O)(=O)N2CCC3(CC2)CN(C(=O)CN(C)C)[C@@H](CO)c2c3c3ccc(OC)cc3n2C)cc1,-3,5,-2,.,.,3,.
CCCCNc1nc(C)c(C(C)=O)cc1C#N,-3,-9,-2,0,-3,-5,?
O=C(COc1cccc2ccccc12)NNC(=O)c1cnccn1,6,-6,0,.,9,4,.
Cc1cc(C)nc(/N=C(\N)N2CCCCC2)n1,-25,-9,-2,.,-3,-34,.
O=C1COc2ccc(S(=O)(=O)CCC(=O)N3CCN(c4cccc(C(F)(F)F)c4)CC3)cc2N1,-2,14,-2,-14,1,16,-1
CCCn1c(N)c(N(CCOC)C(=O)c2ccc(F)cc2F)c(=O)[nH]c1=O,-3,0,2,-6,8,-11,4
C=CC[C@@H](CC(=O)OC(C)(C)C)C(=O)OC[C@@H]1CCCN1C(=O)[C@@H](CC=C)CC(=O)N[C@@H](CO)Cc1ccccc1,-2,11,25*,-1,9,7,3
O=C(Cn1cnc([N+](=O)[O-])n1)c1ccc(O)c(O)c1,43*,-15,1,-2,3,3,11
COc1ccc(S(=O)(=O)N(C)C[C@H]2Oc3ccc(NC(=O)Nc4ccc(F)cc4)cc3CC(=O)N([C@@H](C)CO)C[C@H]2C)cc1,.,.,.,5,.,8,-4
O=C(C[C@@H]1CC[C@@H](NC(=O)Nc2ccccc2)[C@H](CO)O1)NCc1ccccn1,-2,1,2,-4,.,-7,2
Nc1c(C=C2C=CC(=O)C=C2)c(=O)nc2sc(CC(=O)N3CCCC3)nn12,1,9,9,-3,4,5,-11
CC(C)NC(=O)N[C@H]1CC[C@H](CC(=O)N2CCCCC2)O[C@@H]1CO,-1,9,-2,4,7,17,-1
CC(=O)Nc1ccc(Sc2ncccc2C(=O)Nc2cc(Cl)cc(Cl)c2)cn1,5,-5,0,-2,.,-17,43
Cc1noc(C)c1NC(=O)Nc1cccc2c1O[C@H](CN(C)S(=O)(=O)c1ccccc1)[C@@H](C)CN([C@@H](C)CO)C2=O,.,.,.,2,.,-5,-22
Cn1c(SCC(=O)c2cc(Cl)c(Cl)s2)nnc1-c1ccco1,52*,-7,4,.,-5,-4,.
COc1ccc(NC2CCCN(C(=O)c3ccccc3C(F)(F)F)C2)cc1 (stereo not given),1,1,0,1,-1,-5,-10
Cc1ccc(N(C(=O)c2ccc(S(=O)(=O)N3CCCC3)cc2)C2C=CS(=O)(=O)C2)cc1 (stereo not given),1,-1,2,-4,.,-19,-1
Cc1ccc(S(=O)(=O)N(C)C[C@H]2OCCCC[C@H](C)Oc3ccc(NC(=O)c4ccccc4)cc3C(=O)N([C@H](C)CO)C[C@H]2C)cc1,-1,-6,7,-6,-5,-22,.
CN(CC(=O)NC1CCCCCCC1)S(=O)(=O)c1cnc[nH]1,-2,2,-3,.,5,-10,.
Cc1cc(C)n(-c2nc3ccccc3n3c(C)nnc23)n1,-3,5,-3,5,-2,4,-10
CCC12CN3CCN(CC(C3)/C1=N\NC(=O)c1ccc(C(C)(C)C)cc1)C2,0,24,-3,.,5,.,.
Cc1nn(CC(=O)NCc2cccc(F)c2)c(=O)c2cccn12,.,-2,-1,1,15,9,-5
C[C@@H]1CN([C@H](C)CO)C(=O)c2cc(NS(=O)(=O)c3cn(C)cn3)ccc2O[C@@H]1CN(C)Cc1ccc(C(=O)O)cc1,-3,7,-2,-2,.,13,7
CC(C)NC(=O)C1C(c2ccc(C(F)(F)F)cc2)=Nc2ccccc2N1C(=O)c1cccc2ccccc12 (stereo not given),-2,-4,.,.,-8,-95,.
O=C(Nc1ccc2c(c1)[C@@H]1C[C@H](CC(=O)N3CCOCC3)O[C@H](CO)[C@@H]1O2)NC1CCCCC1,0,4,3,-2,2,4,-2
O=C(N=Nc1c(O)[nH]c2ccccc12)c1cccc(S(=O)(=O)Nc2ccccc2Cl)c1,-2,-1,-3,.,.,-8,.
COCC(=O)Nc1ccc2c(c1)C(=O)N(C)C[C@H](OC)[C@H](C)CN(CC1CC1)[C@H](C)CO2,-10,-8,-5,-8,4,4,7
O=C(O)/C=C1\NC(=O)c2ccccc21,.,.,.,-5,.,-5,104*
CN(C)CC(=O)N1CC[C@@H]2[C@H]1c1cc(-c3ccccc3)ccc1N(C)[C@H]2CO,-9,13,1,-3,-1,1,-16

# 3 entries already listed, sorted by their value in Casp6 inh, highest first.
Molecule,Casp6 inh,S100A4 MyoIIA,SIRT5 inh,esBAF inh,LGR2 inh
Cc1cc(C)n(-c2nc3ccccc3n3c(C)nnc23)n1,-3,5,-3,5,4
CN(C)CC(=O)N1CC[C@@H]2[C@H]1c1cc(-c3ccccc3)ccc1N(C)[C@H]2CO,-9,13,1,-3,1
COCC(=O)Nc1ccc2c(c1)C(=O)N(C)C[C@H](OC)[C@H](C)CN(CC1CC1)[C@H](C)CO2,-10,-8,-5,-8,4

# Entries shown so far with an aryl thioether with sulfur outside any ring (2):
SMILES,Casp6 inh,S100A4 MyoIIA,SIRT5 inh,esBAF inh,FN deposition inh,LGR2 inh,C2C12 statin
CC(=O)Nc1ccc(Sc2ncccc2C(=O)Nc2cc(Cl)cc(Cl)c2)cn1,5,-5,0,-2,.,-17,43
Cn1c(SCC(=O)c2cc(Cl)c(Cl)s2)nnc1-c1ccco1,52*,-7,4,.,-5,-4,.

# Other compounds follow:
SMILES,Casp6 inh,S100A4 MyoIIA,SIRT5 inh,esBAF inh,FN deposition inh,LGR2 inh,C2C12 statin
[O-][n+]1c2ccccc2cc2ccccc21,-1,-2,.,13,0,-16,-3
COc1ccc(C(C)NS(=O)(=O)Cc2ccccc2)cc1 (stereo not given),2,-7,-6,13,-1,-2,-1
C[C@@H]1CN([C@H](C)CO)C(=O)Cc2cc(NC(=O)Cc3ccccc3)ccc2O[C@@H]1CN(C)C(=O)Nc1ccc(F)cc1,-1,-26,-1,4,9,10,4
C[C@@H]1CN([C@@H](C)CO)C(=O)c2cc(NC(=O)Cc3ccccc3)ccc2O[C@@H](C)CCCCO[C@H]1CN(C)C,1,55,1,2,.,3,18

# Only part of the results is shown; the hit share may differ from the screen's.
